Lung fibro prol: antiproliferative effect on LL 47 fibroblasts – human, LL 47 cells, CellTiter-Glo luminescence, primary screen; viability, % at 10 µM; actives 1.1% (n = 85,000); AID 719, 2007; LL 47 human lung fibroblast viability, ATP luminescence; active compounds read low;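 active = viability at or below 50% in the single dose screen; inactive = viability above 50%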;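 note: compound exposure lasted 72 h before the ATP readout; 100% = median luminescence of untreated cell-only wells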
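Benchmarks: Cell-only wells, no compound | Test system: LL 47 human lung fibroblasts, passage 12 or lower | Input: 1,150 cells/well | Measured by: CellTiter-Glo luminescence measuring cellular ATP | Medium: IMEM, 15% FBS supplement | Schedule: Overnight attachment after seeding, then 72 h compound exposure at 37 °C | Doses: Compound addition at 0.1% DMSO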
HUVEC tox TNFa: cytotoxicity in TNFa-stimulated HUVEC, primary screen, cytotoxicity control for VCAM1 expression modulator project, imaging, Hoechst nuclei count; HUVEC TNFalpha-stimulated, Hoechst cell count; cell count reduction, % at 2 µM; actives 0.17% (n = 93,000); AID 848, 2007;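 active = cell count reduction exceeding the screen mean by over 5 SD, scaled to untreated wells per plate, cut at about 78% in these data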;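 note: cells counted after 24 h of TNF alpha exposure following the 1 h pretreatment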
Smad3 inh: Smad3/FoxH1 peptide binding inhibitors, primary screen, biochemical, TR-FRET; inhibition, % at 25 µM; TR-FRET Smad3/Dy647-FoxH1 peptide binding, europium anti-His; Mothers against decapentaplegic homolog 3 (Homo sapiens), P84022; actives 0.29% (n = 88,000);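 active = compounds that reduce the energy-transfer binding signal between the protein and its labelled peptide by more than half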;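 note: 0% = Smad3 plus labelled peptide maximal FRET and 100% = peptide-only background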
Target sequence (P84022 whole entry, looked up): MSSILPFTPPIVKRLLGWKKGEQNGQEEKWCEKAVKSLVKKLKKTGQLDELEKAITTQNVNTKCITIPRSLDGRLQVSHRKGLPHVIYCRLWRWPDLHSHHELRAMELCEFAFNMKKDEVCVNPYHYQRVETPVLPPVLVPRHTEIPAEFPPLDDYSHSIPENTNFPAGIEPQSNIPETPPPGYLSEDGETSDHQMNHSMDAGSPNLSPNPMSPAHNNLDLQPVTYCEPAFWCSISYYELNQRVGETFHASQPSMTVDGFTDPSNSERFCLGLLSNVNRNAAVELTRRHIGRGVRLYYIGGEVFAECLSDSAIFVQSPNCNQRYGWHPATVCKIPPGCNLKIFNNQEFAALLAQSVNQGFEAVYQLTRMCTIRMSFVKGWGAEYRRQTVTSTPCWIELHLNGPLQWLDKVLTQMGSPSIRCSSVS
H69AR inhibit: proliferation blockers of H69AR lung cancer cells, primary screen, cell-based, human, 86K library. actives 6% (n = 85,000). viability, % at 10 µM. H69AR lung tumor viability, ATP luminescence, 72 h; active compounds read low;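 active = viability at or below 40%; inactive = viability above 40%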;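 note: multidrug resistant small cell line overexpressing MRP-1 efflux transporter; 100% = mean luminescence of untreated control wells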
PTK2B oligo ant: antagonists of Pyk2 self-association, primary screen, Q293 cells, FERM NanoBiT luminescence, HTS; AID 1347419, 2020; actives 0.83% (n = 99,000); z-score (the deposit names both 25 µM and 10 µM); active compounds read low; Protein-tyrosine kinase 2-beta (Homo sapiens), Q14289;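 active = Z-score of -3 or lower, scaled per plate to the spread of control and sample wells; inactive = z-score above -3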;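 note: negative z-score means lost luminescence so less FERM oligomerization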
HUVEC inhibit: inhibitors of HUVEC proliferation, primary screen, cell-based, 384-well. CellTiter-Glo luminescence, 72 h; active compounds read low. viability, % at 10 µM (by protocol). actives 1.1% (n = 86,000);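 active = viability at or below 30%; inactive = viability above 30%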;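 note: 100% = median luminescence of DMSO-only cell control wells on each plate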
VCAM1 TNFa inh: inhibitors of TNFa-induced VCAM1 expression, primary screen, imaging, HUVEC, TNFa stimulus, immunofluorescence; HUVEC TNFa-induced VCAM-1 immunofluorescence, high-content imaging; inhibition, % at 2 µM; actives 0.48% (n = 95,000); AID 802, 2007;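 active = inhibition above the batch mean plus 3 SD, with images confirmed as a hit by eye, cut at about 37% in these data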;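 note: 0% = TNF-stimulated DMSO wells and 100% = unstimulated control wells; not every result past the cut was called active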
IL1B cytotox: cytotoxicity in IL-1B stimulated HUVEC, primary screen, cytotoxicity control for IL-1B NFkB translocation project, imaging, Hoechst nuclear count, IL-1B stimulus; HUVEC cell count loss; cell count reduction, % at 2 µM; actives 0.41% (n = 94,000); AID 845, 2007;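 active = cell count reduction more than 3 SD above the screen-wide mean, cut at about 70% in these data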;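 note: normalized per plate to untreated control cells as the no-loss baseline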
F-actin modifier: modifiers of F-actin cytoskeleton organization, primary screen, imaging, HUVEC, phalloidin staining, high-content imaging. AID 836, 2007. actives 0.18% (n = 91,000). HUVEC TNFa F-actin phalloidin imaging. inhibition, % at 2 µM;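 active = inhibition above the batch mean plus 3 SD and confirmed as a hit by visual image inspection, cut at about 30% in these data, passing the limit was not always enough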; note: strong numbers were not always called active
* marks the source's active call; other numbers are inactive results; . = no result given; [ ] = remark or other dose.

no.	Molecule	Lung fibro prol	HUVEC tox TNFa	Smad3 inh	H69AR inhibit	PTK2B oligo ant	HUVEC inhibit	VCAM1 TNFa inh	IL1B cytotox	F-actin modifier
1	CCc1nc(N(CC)CC)c2oc3ccccc3c2n1	87	.	-7	93	0.15	76	.	-3	.
2	O=C(CSc1ccc2nnc(-c3ccc(F)cc3)n2n1)NCC1CCCO1 (stereo not drawn)	101	-6	-6[fluorescence artefact?]	77	0.35	97	-12	-15	24
3	CCOC(=O)C1CCN(Cc2ccc(O)c3ncccc23)CC1	79	-16	21	1.1*	0.1	80	0	-10	52
4	COC(=O)C(C)Sc1nc2c(cnn2-c2ccc(C)cc2)c(=O)[nH]1 (stereo not drawn)	87	10	1	54	-2.3	87	-10	-3	-33
5	COc1ccc(CCNC(=O)c2cc(-c3ccc4c(c3)OCO4)on2)cc1OC	94	-4	11	99	0.36	103	4	12	1
6	Cn1c(SCc2ccc(Cl)cc2Cl)nc(C(F)(F)F)cc1=O	.	2	.	.	-0.42	.	3	-91	-27
7	COc1ccc(CCN(C(=O)C(F)(F)F)C(C(=O)NC2CCCCC2)c2ccc(C)s2)cc1OC (stereo not drawn)	.	-22	.	.	0.35	.	1	-21	-2
8	Cc1ccccc1CN1CCNC1=O	93	-4	8	89	1.4	91	10	-27	-1
9	O=C(O)c1cccc(CSc2nc(-c3ccc(Cl)cc3)cc(C(F)(F)F)n2)c1	.	11	.	.	-0.88	.	-13	22	-4
10	O=C(O)c1ccccc1C(=O)Nc1ccccn1	94	21	-9	94	1.6	101	49	5	-4
11	CCCc1nc2c(C)cc(C)cc2c(N)c1CC	.	-16	.	.	1	.	-4	6	-42
12	CN1C(=O)CC(N2CCN(CC(=O)N3CCCC3)CC2)C1=O (stereo not drawn)	91	-30	-6	94	0.39	91	-10	-9	7
13	O=C(Nc1nnc(-c2ccccc2Cl)o1)c1ccc(S(=O)(=O)N2CCCCCC2)cc1	60	-14	10	31*	.	3.0*	-2	6	3
14	CCOC(=O)C1CCN(S(=O)(=O)c2ccc3c4c(cccc24)C(=O)N3)CC1	96	-20	13[fluorescence artefact?]	85	.	103	0	-10	8
15	COc1cc(C)c(S(=O)(=O)n2ccc(C)n2)cc1C	94	18	2	86	0.6	93	40	17	-23

Compound profiles, as listed above.
O=C(O)c1ccccc1C(=O)Nc1ccccn1 across the screens: Lung fibro prol = 94; HUVEC tox TNFa = 21; Smad3 inh = -9; H69AR inhibit = 94; PTK2B oligo ant = 1.6; HUVEC inhibit = 101; VCAM1 TNFa inh = 49; IL1B cytotox = 5; F-actin modifier = -4
CN1C(=O)CC(N2CCN(CC(=O)N3CCCC3)CC2)C1=O (stereo not drawn) across the screens: Lung fibro prol = 91; HUVEC tox TNFa = -30; Smad3 inh = -6; H69AR inhibit = 94; PTK2B oligo ant = 0.39; HUVEC inhibit = 91; VCAM1 TNFa inh = -10; IL1B cytotox = -9; F-actin modifier = 7
CCOC(=O)C1CCN(S(=O)(=O)c2ccc3c4c(cccc24)C(=O)N3)CC1 across the screens: Lung fibro prol = 96; HUVEC tox TNFa = -20; Smad3 inh = 13[fluorescence artefact?]; H69AR inhibit = 85; PTK2B oligo ant = .; HUVEC inhibit = 103; VCAM1 TNFa inh = 0; IL1B cytotox = -10; F-actin modifier = 8

Additional results:
no.	Molecule	Lung fibro prol	HUVEC tox TNFa	Smad3 inh	H69AR inhibit	PTK2B oligo ant	HUVEC inhibit	VCAM1 TNFa inh	IL1B cytotox	F-actin modifier
16	COc1ccc(OC)c(NC(=O)C23CCC(C)(C(=O)O2)C3(C)C)c1 (stereo not drawn)	103	-2	-6	101	0.17	92	5	-20	-9
17	O=C(NC1CCCCC1)c1ccc(S(=O)(=O)NCc2cccnc2)cc1	99	-46	-1	82	1.4	109	6	-15	38
18	COc1ccc(S(=O)(=O)NCc2ccc(C(=O)O)cc2)cc1	98	-11	-4	98	-0.13	98	16	11	-4
19	Cn1ncc2c(Nc3cccc4ccccc34)ncnc21	91	-12	3	88	0.23	97	-3	-7	5
20	COc1ccc(NC(=O)CNS(=O)(=O)c2ccc3nc(C)sc3c2)c(OC)c1	95	-38	5	88	1	90	0	-41	8
21	Cc1cc(C)c(NC(=O)CSc2nnc(SCC(=O)Nc3c(C)cc(C)cc3C)n2N)c(C)c1	96	-8	-3	89	-0.01	94	-4	-11	.
22	COc1ccc(CC(NC(C)=O)C(=O)N2CCN(C(=O)N(C(C)C)C(C)C)CC2)cc1 (stereo not drawn)	95	-24	4	102	1.9	99	8	-40	-5
23	CCOc1ccc(C)cc1S(=O)(=O)n1ccc(C)n1	96	-9	8[fluorescence artefact?]	99	0.07	98	9	-5	7
24	CCC/C(O)=N\S(=O)(=O)c1ccc(N=NN(C)C)cc1	96	-4	0	94	0.18	99	7	1	8
25	COc1ccc(S(=O)(=O)N2CCN(c3ccccn3)CC2)cc1OC	101	-29	4	87	-1.4	106	-21	-10	-17
26	COc1ccc(-n2c(SCC(=O)Nc3nccs3)nc3c(c2=O)SC(C)C3)cc1 (stereo not drawn)	101	.	10	84	.	90	.	.	.
27	O=C1C2C3C=CC(C3)C2C(=O)N1/N=C/c1cn(Cc2ccc(F)cc2)c2ccccc12 (stereo not drawn)	.	-6	.	.	-0.43	.	1	-19	23
28	CS(=O)(=O)c1ccccc1-c1nc(-c2ccc(C(F)(F)F)cc2)no1	.	-1	.	.	-1.4	.	2	-6	-14
29	CSc1nnc(-c2cccs2)n1-c1ccccc1	98	-34	-9	95	-0.67	93	10	34	-2
30	COCCCNC(=O)c1ccc2c(c1)OCO2	103	-27	-5	99	1.2	102	10	16	6

Part of the list above in order of heavy-atom count, smallest number first:
no.	Molecule	Lung fibro prol	HUVEC tox TNFa	Smad3 inh	H69AR inhibit	PTK2B oligo ant	HUVEC inhibit	VCAM1 TNFa inh	IL1B cytotox	F-actin modifier
24	CCC/C(O)=N\S(=O)(=O)c1ccc(N=NN(C)C)cc1	96	-4	0	94	0.18	99	7	1	8
25	COc1ccc(S(=O)(=O)N2CCN(c3ccccn3)CC2)cc1OC	101	-29	4	87	-1.4	106	-21	-10	-17
17	O=C(NC1CCCCC1)c1ccc(S(=O)(=O)NCc2cccnc2)cc1	99	-46	-1	82	1.4	109	6	-15	38
20	COc1ccc(NC(=O)CNS(=O)(=O)c2ccc3nc(C)sc3c2)c(OC)c1	95	-38	5	88	1	90	0	-41	8

More entries follow:
no.	Molecule	Lung fibro prol	HUVEC tox TNFa	Smad3 inh	H69AR inhibit	PTK2B oligo ant	HUVEC inhibit	VCAM1 TNFa inh	IL1B cytotox	F-actin modifier
31	Cc1ccc(NS(=O)(=O)c2cc(OCC(N)=O)c(C)cc2Cl)cc1C	88	7	2	84	-2.3	97	-4	-8	-14
32	CCCCCc1c(O)nc(SCC(=O)NCC2CCCO2)[nH]c1=O (stereo not drawn)	95	36	-6	102	-0.23	102	16	18	19
33	Brc1cccc(-c2cnc3n2CCCCC3)c1	84	-3	7	91	0.42	101	8	20	6
34	O=C(O)/C=C\C(=O)Nc1ccccc1C#Cc1ccc(Br)cc1	.	-25	.	.	-0.69	.	15	-13	-6
35	CC(=O)c1ccc(N2CCN(C(=S)Nc3cccc(F)c3)CC2)cc1	.	-42	.	.	0.8	.	11	-19	-4
36	C=CCN(C(=O)CN1CCOCC1)c1nc(C)c(-c2ccccc2)s1	97	.	1	88	0.01	102	.	.	.
37	O=C(CN1C(=O)c2ccccc2S1(=O)=O)NCc1ccccn1	103	-8	5	95	0.9	107	14	6	-16
38	NC(=O)C1(c2ccccc2)CCOCC1	102	-14	13	84	-0.16	96	5	14	-10
39	C(=N\n1cnnc1)/c1cccc(OCCOc2ccccc2)c1	103	-8	-18	72	-0.02	94	-9	-11	-10
40	Cc1cc(OCC(=O)Nn2cnnc2)c(C)cc1Br	100	-15	0	105	-0.1	87	11	0	-6
41	Cc1ccsc1/C=N/n1c(-c2cccnc2)n[nH]c1=S	.	-14	.	.	0.33	.	6	-30	-13
42	CCOc1cc(NC(=S)NCC2CCCO2)c(OCC)cc1NC(=O)c1cccc(C)c1 (stereo not drawn)	.	-29	.	.	-1.5	.	0	-12	1
43	COc1ccc(C(=O)NCC(=O)OCC(=O)N2CC(C)CC(C)C2)cc1 (stereo not drawn)	103	-26	-7	103	-0.16	106	-20	-103	0
44	CC1(C)Cc2c(C#N)c(NCC3CCCO3)nc(-c3ccco3)c2CO1 (stereo not drawn)	95	-4	-20	73	-0.15	88	12	-5	-9
45	Cc1cc(C)cc(NC(=O)CSc2nnc(-c3ccccc3)n2N)c1	98	-26	-5	94	0.51	102	15	-11	-3
46	O=C(O)CC(=O)Nc1cc(Cl)ccc1O	106	-58	-7	100	0.33	106	3	4	.
47	O=C(CSc1cnc2ccccc2n1)NC1CCCC1	.	-8	.	.	0.45	.	10	0	1
48	CCC(CC)NC(=O)Cc1ccc(S(=O)(=O)N2CCOCC2)s1	.	-5	.	.	0.66	.	-10	6	-7
49	CC(NS(=O)(=O)c1ccccc1)C(N)=O (stereo not drawn)	97	-20	4[fluorescence artefact?]	94	0.23	93	7	-123	6
50	COc1ccc(CC(NC(C)=O)C(=O)NC2CCN(C(=O)Nc3ccccc3Cl)CC2)cc1OC (stereo not drawn)	103	-27	8	88	0.29	96	-9	-27	12
51	NC(=O)c1ccccc1NS(=O)(=O)c1ccc2c(c1)OCCO2	96	-18	2	91	0.08	97	5	20	5
52	CNC(=S)Nc1ccc(Nc2ccccc2)cc1	85	10	2	84	0.22	89	1	-60	13

Not all compounds are listed; rates above refer to the full screens.
